# From PubChem BioAssay
# NCI-60 one-dose screen, 48 h, at 10 µM unless noted. Numbers give growth in % (100 = growth as untreated, 0 = no growth, -100 = all killed).
# HL-60(TB): HL-60(TB) leukemia cells; AID 1794776; 78,000 compounds, 9% hits; active means growth percent below 10
# * marks the source's active call; other numbers are inactive results; & = joins results of further samples; ! = a repeat was not active; [ ] = another dose, or the depositor's remark. Only part of the results is shown. The share of hits here may be higher or lower than overall.
SMILES,HL-60(TB)
COc1ccccc1C(=O)Nc1cccc2c1C(=O)C(=O)C=C2,9.2*
O=c1ccc(-c2ccc(F)cc2F)nn1Cc1nc2ncccc2o1,101
O=c1cc(NNC(=S)NCc2ccccc2)c2cc(Cl)ccc2[nH]1,98
NCCNC(=O)c1cccc(COc2ccccc2NC(=O)c2cc(Br)c(Br)[nH]2)c1,70
CCOC(=O)COc1ccc(C(CC)C(CC)c2ccc(OCC(=O)OCC)cc2)cc1 (stereo unspecified),82&96
NC(N)=NC(N)=NCCCCc1ccccc1,85
Cc1cc(C)n2c(=O)[nH]nc2c1,112
COCC(=O)c1nnnn1CC(=O)c1ccc(F)cc1F,101
C=C(C)[C@@H]1CC[C@]2(C)[C@H](CC=C3[C@@H]4[C@@H](C)[C@H](C)CC[C@]4(C=NCCCNCCCCNCCCN)CC[C@]32C)[C@@]1(C)CCCN,104
O=C(Nc1cccc(N2C(=O)CSC2=S)c1)C(Cl)Cl,107
COC1/C=C/OC2(C)Oc3c(C)c(O)c4c(O)c(c(C=NOC(c5ccccc5)c5ccccc5)c(O)c4c3C2=O)NC(=O)/C(C)=C/C=C/C(C)C(O)C(C)C(O)C(C)C(OC(C)=O)C1C (stereo unspecified),-14*
CNC(=O)c1ccccc1,78

# Quoted from the listing.
# Cc1cc(C)n2c(=O)[nH]nc2c1 in HL-60(TB) has 112
# COc1ccccc1C(=O)Nc1cccc2c1C(=O)C(=O)C=C2 in HL-60(TB) has 9.2*
# COCC(=O)c1nnnn1CC(=O)c1ccc(F)cc1F in HL-60(TB) has 101
# CNC(=O)c1ccccc1 in HL-60(TB) has 78
# NCCNC(=O)c1cccc(COc2ccccc2NC(=O)c2cc(Br)c(Br)[nH]2)c1 in HL-60(TB) has 70
# NC(N)=NC(N)=NCCCCc1ccccc1 in HL-60(TB) has 85

# Following part
SMILES,HL-60(TB)
c1ccc(CCc2ccncc2)cc1,87
CCOC(=O)CNC(=O)Cn1c(=O)[nH]c2ccccc2c1=O,95
CCCC(NC(=O)OC(C)(C)C)C(=O)O (stereo unspecified),99
C1C[S+]2CC[S+]1CC2,111
CCOC(=O)/C(=C/CC/C(C)=C/CC/C(C)=C/CCc1ccoc1)CC(=O)N1CCCCC1,-35*
CNc1ncnc2c1cnn2C1CCCCO1 (stereo unspecified),104
C#CCOc1ccccc1C(OC(=O)c1cccc(Cl)c1)C(=O)NC(C)(C)C(C)(C)C (stereo unspecified),99
CCCOC(=O)c1cccc(C)c1,93
Nc1cccc(OCC(=O)O)c1,104
COc1c(Br)c(Br)c(Br)c(OC)c1OC,120
O[Si](c1ccccc1)(c1ccccc1)c1ccccc1,109
Cn1ncc2c(=S)[nH]c(=S)[nH]c21,113
C#COc1cccc(Nc2c(C#N)cnc3ncc(NC(=O)C=C)cc23)c1,84[6.25 µM]
CCc1cc2c(cc1Cl)nc1c(=O)[nH]c(=O)nc-1n2CCOCC(C)C,51
O=C(O)c1[nH]c(=O)[nH]c(=O)c1[N+](=O)[O-],127
O=C(CN1CCCC1)Nc1nc(-c2cc3ccccc3oc2=O)cs1,113
COc1ccc(/C=C\c2cc(OC)c(OC)c(OC)c2)cc1OC(=O)c1cccc(Cn2cc(CCOC(=O)c3cccc(Cn4nnc5c4C(=O)c4ccccc4C5=O)c3)nn2)c1,-22*
N#Cc1ccc(C(=O)CSc2nccc(Nc3ccc(S(=O)(=O)Nc4ncccn4)cc3)n2)cc1,100
Cc1ccc(-c2nc3ccc(Cl)cc3c3nncn23)cc1,93
COC(=O)C(C)CN1CCOCC1 (stereo unspecified),94
CCOC(=O)CSCC(C)C(=O)OC (stereo unspecified),117
N#Cc1nc(-c2ccccc2)oc1N1CCN(c2ccc(F)cc2)CC1,99
Cc1ccc(S(=O)(=O)OCCOCCOS(=O)(=O)c2ccc(C)cc2)cc1,98
COc1cc(C(=O)Nc2nn(C)c3nc4cc(C)ccc4cc23)cc(OC)c1OC,106

# Entries above containing an aryl methoxy group:
SMILES,HL-60(TB)
COc1ccccc1C(=O)Nc1cccc2c1C(=O)C(=O)C=C2,9.2*
COc1c(Br)c(Br)c(Br)c(OC)c1OC,120
COc1ccc(/C=C\c2cc(OC)c(OC)c(OC)c2)cc1OC(=O)c1cccc(Cn2cc(CCOC(=O)c3cccc(Cn4nnc5c4C(=O)c4ccccc4C5=O)c3)nn2)c1,-22*
COc1cc(C(=O)Nc2nn(C)c3nc4cc(C)ccc4cc23)cc(OC)c1OC,106

# The list continues.
SMILES,HL-60(TB)
Oc1c2ccccc2cc2ccccc12,116
FC(F)(F)c1ccc(-c2nc(CSc3nc4ccccc4s3)no2)cc1,86
O=C(C(Cl)Cl)N(Cc1ccccc1)Cc1ccccc1,98
COc1ccc(-c2nnc(-c3ccc4c(c3)nc(-c3ccncc3)n4C3CCCCC3)o2)cc1,46
COc1ccc(-c2nc(N/N=C/c3cccc(O)c3)nc(N3CCOCC3)c2C#N)cc1,49
CN(C(=O)CCC(=O)N(C)c1ccccc1)c1ccccc1,110
C=CCSc1nnc(-c2sc3nc4ccccc4n3c2C)o1,100
CCCCOc1ccc(S(=O)(=O)N2CCN(c3nc(N4CCOCC4)c4ccccc4n3)CC2)cc1,94
CCN1CCN(c2nc(C)cc(N(CCCNc3ccnc4cc(Cl)ccc34)Cc3ccccn3)n2)CC1,83
CC[P+](C)(CC)c1ccccc1,93
COc1nc2c(cc1S(=O)(=O)c1ccccc1)CCc1c-2cnn1C,73
COc1cc(CSc2nc3ccc(Cl)cc3c(=O)n2Cc2ccccc2)cc(OC)c1OC,15

# Molecules from the list above that contain a tert-butyl group (2):
SMILES,HL-60(TB)
CCCC(NC(=O)OC(C)(C)C)C(=O)O (stereo unspecified),99
C#CCOc1ccccc1C(OC(=O)c1cccc(Cl)c1)C(=O)NC(C)(C)C(C)(C)C (stereo unspecified),99

# Further results.
SMILES,HL-60(TB)
Cc1[nH]c(=S)oc1C,109
O=[N+]([O-])c1ccc(-c2nc(N(CCO)CCO)c3ccccc3n2)o1,-11*
Cc1ccccc1CNC(=O)C1CN(c2ccc(Cl)cc2)N(c2ccc(Cl)cc2)C1=O (stereo unspecified),95
O=C(Cn1cc(CN2CCCCCC2)nn1)Nc1ccc2c(ccn2Cc2ccccc2)c1,92
N#Cc1c(-c2ccco2)c(C#N)c(=O)n(-c2cccc(C(F)(F)F)c2)c1N,75
O=C(O)CCCCCNC(=O)c1nc(-c2ccccc2)n(-c2ccccc2)n1,96
O=C(Nc1ccccc1)Nc1ccc(Nc2ncnc3sc4c(c23)CCNC4)cc1,80
CS(=O)(=O)Nc1cc(-c2ccc3ncc(C#N)c(NCc4ccccc4F)c3c2)cnc1Cl,5.2*
O=C(Nc1ccc(-n2cc(-c3ccncc3)c(-c3ccc(O)c(Cl)c3)n2)cc1)c1cc(Cl)cc(Cl)c1,28
Cc1cccc(C)c1NC(=O)Nc1cccc(C#N)c1,87
COC(=O)[C@H](C)NC(=O)[C@@H](OC)[C@@H]1Cc2cc3cc(OC4CC(OC5CC(O)C(O)C(C)O5)C(O)C(C)O4)c(C)c(O)c3c(O)c2C(=O)[C@H]1OC1CC(OC2CC(OC3CC(C)(O)C(O)C(C)O3)C(O)C(C)O2)C(O)C(C)O1 (stereo partly specified),21
C#CC#CC#CC#CC#CC#CC#CC#CC[C@@H]1OC[C@H](COC(=O)O[C@@H](C(=O)O[C@H]2C[C@@]3(O)[C@@H](OC(=O)c4ccccc4)[C@@H]4[C@]5(OC(C)=O)CO[C@@H]5C[C@H](O)[C@@]4(C)C(=O)[C@H](OC(C)=O)C(=C2C)C3(C)C)[C@@H](NC(=O)c2ccccc2)c2ccccc2)O1,6.0*
COc1c(CO)cc(C)cc1CO,93
C[C@]12O[C@H]1[C@H](O)c1c(cc(O)c3c1C(=O)c1cccc(O)c1-3)C2=O,100
COc1cc2cc(CN3CCN(c4nccc(-c5ccc6ccccc6c5)n4)CC3)c(=O)[nH]c2cc1OC,9.7*
COc1ccc(C(=O)N2CCC(O)CC2)cc1OC1CCCC1,103
Cc1ccc(Cl)c(-n2c(SCC(=O)Nc3ccc(S(=O)(=O)Nc4ncccn4)cc3)nc3ccccc3c2=O)c1,115
O=C(Nc1cccc(-n2ccc3c(NC(=O)c4ccccc4)nccc32)c1)c1cc(N2CCOCC2)cc(C(F)(F)F)c1,-13*
COC(=O)C(CCSc1ccccc1)C(=O)OC,117
CCCCN1C(=O)/C(=C\C(=O)c2cc3ccccc3oc2=O)c2ccccc21,75
O[C@H](c1cc(C(F)(F)F)nc2c(C(F)(F)F)cccc12)[C@H]1CCCCN1,96
CC1(C)N=C(N)N=C(N)N1c1ccc(CNC(=O)Nc2ccc(S(=O)(=O)F)c(Cl)c2)c(Cl)c1,22
COC[C@]12CC[C@@H](C)[C@H](C)[C@H]1C1=CC[C@@H]3[C@@]4(C)CCCNC(C)(C)[C@@H]4CC[C@@]3(C)[C@]1(C)CC2,-47*
COc1ccccc1CNCCCN1C(=O)c2ccc3c4c(ccc(c24)C1=O)C(=O)N(CCCNCCNCCCN)C3=O,0.8*
O=C(O)Cc1cc[nH]c1,102
CC(C)(C)n1cc(-c2ccnc(NCCCNS(=O)(=O)c3ccc(Cl)cc3)n2)c(-c2ccc(Cl)c(O)c2)n1,110
O=C(Nc1ccc(Oc2ccc(F)cc2)c(Cl)c1)c1ccccn1,105
FC(F)(F)c1nc2ccccc2n1Cc1nnc(SCc2cn(-c3ccc(Cl)cc3)nn2)o1,97
Cc1ccc(S(=O)(=O)O[C@H]2CCCC[C@H]2OS(=O)(=O)c2ccc(C)cc2)cc1,82
CC1(c2nc3ccccc3cc2C#N)OCCO1,77
CC(=O)c1cc(C(=O)c2ccc3c(c2)Sc2ccccc2N3)c2cccc(C)n12,77
C[C@@H]1CCCN1Cc1nc2ccc(NC(=O)c3ccc4c(cnn4C)c3)cc2[nH]1,93
CCCN1C2CCC1/C(=C\c1ccccc1)C1=C2[C@@H](c2ccccc2)C(C#N)=C(N)O1 (stereo partly specified),92
Nc1nc(-c2ccc(F)cc2)cc(-c2cnn(-c3ccccc3)n2)n1,101
N#Cc1c(-c2ccc(Cl)cc2)nc(SC(=O)c2ccc([N+](=O)[O-])cc2)[nH]c1=O,93
CC(C)C[C@H](NC(=O)CSc1nnc(-c2ccc(NC(=O)c3cccnc3)cc2)o1)C(=O)O,103

# Sorted by molar mass (falling): some entries from above
SMILES,HL-60(TB)
FC(F)(F)c1nc2ccccc2n1Cc1nnc(SCc2cn(-c3ccc(Cl)cc3)nn2)o1,97
Cc1ccc(S(=O)(=O)O[C@H]2CCCC[C@H]2OS(=O)(=O)c2ccc(C)cc2)cc1,82
CCCN1C2CCC1/C(=C\c1ccccc1)C1=C2[C@@H](c2ccccc2)C(C#N)=C(N)O1 (stereo partly specified),92
C[C@@H]1CCCN1Cc1nc2ccc(NC(=O)c3ccc4c(cnn4C)c3)cc2[nH]1,93
CC1(c2nc3ccccc3cc2C#N)OCCO1,77

# Remaining list, next part:
SMILES,HL-60(TB)
N#Cc1c(-c2ccccc2)cc(-c2ccc(Nc3nc(Nc4ccc(Cl)cc4)nc(Nc4ccc(Cl)cc4)n3)cc2)nc1N,16
CS(=O)(=O)c1ncc(-c2ccccc2)cn1,103
Cc1nc2ccccc2c(/C=C/c2ccccc2)c1C(N)=O,62
CCC(=O)Oc1cccc(C(OC(=O)CC)OC(=O)CC)c1,94
c1ccc(C2=Nc3ccccc3N=C(c3ccccc3)c3ccccc32)cc1,101
C/C(=C\c1cnc(C)s1)[C@@H]1C[C@@H]2O[C@@H]2CCC[C@H](C)[C@H](O)[C@@H](C)C(=O)C(C)(C)[C@@H](O)CC(=O)O1,0.6*
CC(C)[C@@H]1CC[C@@H](C)C[C@H]1OC(=O)c1ccc(N)cc1,75
CN(C)S(=O)(=O)Oc1ccc(-c2ccc3occc3c2)cc1,98
CC(C)(C)NC(=O)C(OC(=O)C1CC1c1ccc(F)c(F)c1)c1ccc(Cl)cc1 (stereo unspecified),102
CC1CCC(C)N1CCCCN1C(C)CCC1C (stereo unspecified),92
N#C/C(=C\c1c[nH]c2ccccc12)C(N)=O,93
O=C(Nc1cccc2c1C(=O)c1cccc(Cl)c1C2=O)c1ccccc1,107
O=C1OC(CN(Cc2ccccc2)Cc2ccccc2)CN1/N=C/c1ccc([N+](=O)[O-])o1 (stereo unspecified),98
O=C(Nc1ccc(OCc2ccccn2)c(Cl)c1)c1cnccn1,95
Cc1cc(N=C2C=CC(=O)C=C2)ccc1O,90
COc1ccc(/C=C/C(=O)c2ccc(NC(=O)c3ccccc3CN3C(=O)c4ccccc4C3=O)cc2)c(OC)c1,97
COc1ccc(NC(=O)C2=C(C)Nc3ncnn3C2c2ccccc2Cl)cc1 (stereo unspecified),111
CC(=O)C(=Cc1ccc(O)cc1)C(C)=O,84&92
CCO/C=C1\SC(=O)NC1=Nc1cccc(O)c1,84
C[C@H]1CN2C(=O)/C=C/C=C/C=C/[C@@](C)(O)[C@@H](O[C@@H]3OC[C@@H](O)[C@H](O)C3N)\C=C/C=C/C=C/C=C\[C@@H]2[C@@H]1O (stereo partly specified),121
CC(=O)O[C@H]1CC[C@@]2(C)[C@@H](CC[C@@H]3[C@@H]2CC[C@@]2(C)[C@H]3CC[C@]2(O)C(C)=O)C1,93
Cc1ccc(S(=O)(=O)Oc2ccc([N+](=O)[O-])cc2[N+](=O)[O-])cc1,48
O=C(NNC(=O)c1ccc(OCc2nc3ccc(Cl)cc3[nH]2)cc1)Nc1ccc(Cl)c(Cl)c1,103
COc1ccc(C(=O)c2ccc(OC)c(OC)c2OC)cc1,-8.9*!
COc1nc2c(cc1S(=O)(=O)c1ccccc1)CCc1c-2cnn1-c1ccccc1,59
CC(=O)Nc1ccc(O)c(C)c1,104
CCN(CC)CCOC(=O)c1cccnc1,101
CC(=O)OC1C(COS(C)(=O)=O)OC(OC2(COS(C)(=O)=O)OC(COS(C)(=O)=O)C(OC(C)=O)C2OC(C)=O)C(OS(C)(=O)=O)C1OC(C)=O (stereo unspecified),108
Cc1ccc([N+](=O)[O-])cc1NC(=O)Nc1ccc(S(N)(=O)=O)cc1,86
FC(F)(F)c1cc2n(n1)-c1ncc(Br)cc1Oc1ccccc1-2,94
O=P(O)(O)c1cccc(Cl)c1,92
C=Cc1cc(C)cc(OC)c1O,121
CCOc1ccc2nc(NC(=O)c3ccc(C(C)(C)C)cc3)sc2c1,55
S=C1Nc2c(sc3ccc(Cl)cc23)C(c2cccc(Br)c2)N1 (stereo unspecified),106
